Source: PubChem BioAssay
Akt phos inh = HTS Assay for Inhibitors of Akt Phophorylation: Primary Screen; Neuro2A IGF-stimulated pAkt S473 HTRF, 20 min; stronger effect = lower value; activity change, % for hits at 50 µM; 0.32% of 360,000 active; AID 651550, 2012; in the data active = activity change below about -80%; inconclusive = mostly about -51% to -80%; also: % is scaled to controls: 0 for no effect and ±100 for the full control effect
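Neuro2A cells in DMEM with 0.5% FBS, overnight at 37 deg C, given compound at single 50 µM final, then IGF (6 nM final) for 20 min at 37 deg C. Lysed; phospho-Akt Ser473 by HTRF after 24 h, 665/615 ratio.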
CCT chaperon mod = High-Throughput Screening for Modulators of Cytosolic Chaperonin Activity. purified chaperonin ATPase assay, HTRF ADP detection, 30 min. activity change, % (no concentration beside the values), hits read low. 0.3% of 360,000 active. AID 651819, 2012; in the data active = activity change below about -30%; also: % is scaled to controls: 0 for no effect and ±100 for the full control effect
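TRiC at 40 or 20 nM final (batch-dependent) in 30 mM Tris pH 7.4, 100 mM KCl, 5 mM MgCl2, 1 mM DTT, with compound at single 76 uM and 10 uM ATP, 30 min at 37 deg C. ADP detected by HTRF Transcreener, 665/615 ratio.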
A549 tox = Nrf2 qHTS screen for inhibitors: counterscreen for cytotoxicity | A549 ARE-Fluc cells, CellTiter-Fluor viability, 18-24 h | Potency, µM (series often up to 46 µM), for inactives: top-dose activity change, negative = cytotoxicity, most hits filed as inhibitors | 0.16% of 390,000 active; also: potency is read from the fitted curve at half-maximal effect; % is scaled to controls: 0 for no effect and ±100 for the full control effect
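A549 ARE-Fluc cells in 5% FBS OPTI-MEM, 5000 cells/well, rested 2 h then exposed to compounds in concentration-response for 18-24 h at 37 °C. Viability by CellTiter-Fluor fluorescence (Ex 405/Em 525) after 30 min; luciferase luminescence (BugLite, 15 min, RT) read afterwards.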
Nrf2 block = Nrf2 qHTS screen for inhibitors. A549 ARE-Fluc reporter, luciferase luminescence, 18-24 h. Potency, µM (top dose mostly 46 µM), inactives show top-dose activity change, negative = inhibition, actives largely listed as inhibitors. 2.1% of 360,000 active. AID 504444, 2011; also: potency is read from the fitted curve at half-maximal effect; % is scaled to controls: 0 for no effect and ±100 for the full control effect; nearly all actives have a fitted effect of over 60% in size
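Nrf2 function is reported as luminescence of an ARE-controlled luciferase in A549 cells. Compounds were tested at several concentrations, and a CellTiter-Fluor read on the same wells flagged cytotoxicity.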
Abeta rescue = qHTS for compounds that reverse cellular toxicity of Amyloid beta (A-beta) peptide in yeast: Primary Screen; Potency, µM (top dose mostly 46.1 µM), for inactives: at the highest dose growth rescue, usual class: activators; AID 1347071, 2019; yeast expressing A-beta42, growth rescue, OD600, 48 h; response scale: 0% DMSO, 100% iron-clioquinol control; 0.063% of 410,000 active; also: potency is read from the fitted curve at half-maximal effect; nearly all actives have a fitted effect of over 55% in size
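Yeast A-beta toxicity model in growth medium with pinned compounds, 48 h at 30 C; growth read as absorbance at 600 nm. Normalized to FeCl3/clioquinol equimolar mix (positive) and DMSO (negative).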
Nrf2 ARE act = qHTS of Nrf2 Activators; AREc32 ARE-luciferase reporter (MCF7-derived line), luminescence, 24 h; Potency, µM (series often up to 46.1 µM), without a hit: at the top dose activation, most hits filed as activators; 0.31% of 410,000 active; also: potency is read from the fitted curve at half-maximal effect; % of control where 0% means no effect; nearly all actives have a fitted effect of over 65% in size
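Each well held 1000 AREc32 cells, which were incubated with compound for 24 hr at 37 deg C after overnight attachment, and ARE reporter activity was quantified by firefly luciferase luminescence.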
HepG2 viability = qHTS for Inhibitors of TGF-b: Cytotox Counterscreen; AID 588856, 2011; 0.76% of 410,000 active; HepG2 CAGA-GFP viability, ATP luminescence, 18 h; Potency, µM (titrated, usually from 46.1 µM), inactives show at the top dose activity change, negative = cytotoxicity, hits mostly cytotoxic; also: potency is read from the fitted curve at half-maximal effect; some results filed as inactive show a strong effect at the top dose
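HepG2 CAGA-GFP cells (1000/well, DMEM with 1% FBS) received compound, then TGF-beta at 500 pg/mL final, and were incubated 18 hours at 37 degrees C. Viability was read by CellTiter-Glo luminescence. Media-only wells were set as complete cell-killing and DMSO as no toxicity.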
Mm-Cpn inhibitor = Inhibitors of TCP-1 ring complex (TRiC) of Methanococcus maripaludis (MmCpn): qHTS; purified Mm-Cpn ATPase, ADP Transcreener TR-FRET; Potency, µM (titrated, usually from 76.9 µM), for the others: at the top dose activity, negative = inhibition, actives largely listed as inhibitors; 0.031% of 330,000 active; also: potency is read from the fitted curve at half-maximal effect; % is scaled to controls: 0 for no effect and ±100 for the full control effect; nearly all actives have a fitted effect of over 80% in size
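Compound-treated chaperonin, 25 nM final, turns over 10 uM ATP at 37°C for 30 min following a 10 min preincubation; ADP generated competes with ADP-d2 for Eu-cryptate antibody, lowering FRET.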
TGFb inhibitor = qHTS for Inhibitors of TGF-b; HepG2 CAGA-GFP TGF-b/SMAD3 reporter, GFP fluorescence, 18 h; TGF-beta stimulated, 500 pg/mL final; Potency, µM (top dose mostly 46.1 µM), without a hit: top-dose activity, negative = inhibition, actives largely listed as inhibitors; 1.2% of 410,000 active; also: potency is read from the fitted curve at half-maximal effect; % is scaled to controls: 0 for no effect and ±100 for the full control effect; nearly all actives have a fitted effect of over 65% in size
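TGF-beta reporter screen: HEPG2 CAGA-GFP, 1% FBS, 500 pg/mL TGF-beta final, 18 h; per-cell GFP summed per well; curves fitted and categorized by class.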
Numbers without * were called inactive; i = inactive; ? = inconclusive; . = not tested or not shown; & = joins results of further samples; [ ] = dose if it differs, or a comment. Unless noted, calls follow the shape of the dose curve; as a rule, active = well fitted curve in the direction sought with a large enough effect; inconclusive = small, poorly fitted or top-dose-only effect, or another doubt; inactive = no such curve, though single readings can be large; an effect the other way counts as inactive or inconclusive.

Each structure is followed by: Akt phos inh, CCT chaperon mod, A549 tox, Nrf2 block, Abeta rescue, Nrf2 ARE act, HepG2 viability, Mm-Cpn inhibitor, TGFb inhibitor
- O=C(Nc1nncs1)c1ccc(Br)c(S(=O)(=O)N2CCCC2)c1
→ i, -2.5, -1%, -24%, -4%, 0.0%, -21%, -2%, ?
- CN(C(=O)COC(=O)c1cc(S(=O)(=O)N2CCCCC2)ccc1N1CCOCC1)C1CCS(=O)(=O)C1 (centres undefined)
→ i, 2.9, -1%, 7%, 8%, -0.7%, -1%, -12%, 1%
- O=C(OCc1ccccc1)N1Cc2ccnnc2CC1c1ccccc1Br (centres undefined)
→ i, -24, ., ., -12%, 0.2%, 3%, ., -14%
- Cc1ccc(-c2nnn(CC(=O)N(CC(=O)NCC3CCCO3)c3ccc(F)c(Cl)c3)n2)o1 (centres undefined)
→ ., -4.9, -5%, ., -11%, 0.2%, -3%, 0%, 1%
- Cc1ccc(-n2c(Cc3cccs3)nnc2SCC(=O)Nc2ccc(S(N)(=O)=O)cc2)cc1
→ i, -2.9, 0%, ?, 6%, -0.1%, -33%, 0%, 7%
- COc1cc(/C=N/NC(=O)Nc2ccccc2)ccc1OC(C)=O
→ i, 0.5, 0%, ?, -5%, 8.8%, -8%, 0%, 7%
- COc1ccc(NC(=O)NC2(C(=O)N3CCOCC3)CCCCC2)cc1
→ i, -0.6, -4%, 1%, -1%, -0.2%, 7%, 0%, 2%
- Cc1ccc(C(c2sc3ncnn3c2O)N2CCCCC2)cc1 (centres undefined)
→ i, -4.3, 3%, 6%, -15%, 5.4%, 1%, -2%, -8%
- Cc1ccc2c(c1)sc1nc(=O)ccn12
→ i, -3.3, -5%, ?, -11%, -0.2%, 1%, 1%, -5%
- Fc1ccccc1/C=N/n1c(COc2ccccc2)n[nH]c1=S
→ i, -2.4, -15%, -5%, -2%, -0.2%, 5%, 2%, ?
- O=C(c1ccc2c(c1)N(Cc1ccccc1)C(=O)c1ccccc1S2(=O)=O)N1CCc2ccccc21
→ ., ., -8%, 10%, 3%, 5.8%, -15%, ., .
- Cc1cc(F)ccc1-n1nnc(C(N)=O)c1C
→ ., ., -11%, -9%, 12%, -0.8%, 8%, ., -5%
- Cc1cc(C)cc(C(=O)N(C)C2CCCN(Cc3ccccc3F)C2)c1 (centres undefined)
→ i, -3.4, ?, -11%, 3%, 0.2%, -43%, -2%, ?
- COCc1cc(CN2CCN(CCCc3ccccc3)C(CCO)C2)ccc1OC (centres undefined)
→ i, 1.6, -4%, 7%, 4%, 0.1%[9.22 µM], -6%, 1%, 4%
- CC(C)Cc1nnc(NC(=O)CCS(=O)(=O)c2ccc(Cl)cc2)s1
→ i, 0.9, -10%, 24%, 0%, ?, -2%, -2%, -21%
- CCOC(=O)c1nnn2c1nc(N1CCN(C)CC1)c1ccccc12
→ i, -4.4, -4%, -10%, -6%, -0.6%, 2%, -1%, 5%
- COC(CNC(=O)CN1CCN(Cc2ccc(F)cc2Cl)C1=O)OC
→ i, 0.6, 1%, -6%, -7%, -0.6%, 11%, -2%, 4%
- CCC(Cc1ccccc1)NC(=O)CCNS(=O)(=O)c1cc(Br)cnc1N (centres undefined)
→ i, 0.5, 1%, -23%, 22%, 0.1%, -7%, ?, 2%
- CS(=O)CSc1nc2c(cc1C#N)CCCC2 (centres undefined)
→ i, -2.2, ?, -3%, 2%, 1.6%, 2%, 1%, 8%
- Fc1cccc(-c2nnn3c2nc(Cl)c2ccccc23)c1
→ i, -3.1, 5%, ?, -23%, ?, 5%, -6%, ?

Single records, as listed above. Values in the order: Akt phos inh, CCT chaperon mod, A549 tox, Nrf2 block, Abeta rescue, Nrf2 ARE act, HepG2 viability, Mm-Cpn inhibitor, TGFb inhibitor
`CS(=O)CSc1nc2c(cc1C#N)CCCC2` (centres undefined) in the list: i, -2.2, ?, -3%, 2%, 1.6%, 2%, 1%, 8%
`Fc1cccc(-c2nnn3c2nc(Cl)c2ccccc23)c1` in the list: i, -3.1, 5%, ?, -23%, ?, 5%, -6%, ?
`O=C(c1ccc2c(c1)N(Cc1ccccc1)C(=O)c1ccccc1S2(=O)=O)N1CCc2ccccc21` in the list: ., ., -8%, 10%, 3%, 5.8%, -15%, ., .
`COCc1cc(CN2CCN(CCCc3ccccc3)C(CCO)C2)ccc1OC` (centres undefined) in the list: i, 1.6, -4%, 7%, 4%, 0.1%[9.22 µM], -6%, 1%, 4%
`CCC(Cc1ccccc1)NC(=O)CCNS(=O)(=O)c1cc(Br)cnc1N` (centres undefined) in the list: i, 0.5, 1%, -23%, 22%, 0.1%, -7%, ?, 2%

Quoted from the listing:
Under Nrf2 ARE act, O=C(Nc1nncs1)c1ccc(Br)c(S(=O)(=O)N2CCCC2)c1 has 0.0%
Under Nrf2 block, COCc1cc(CN2CCN(CCCc3ccccc3)C(CCO)C2)ccc1OC (centres undefined) has 7%

Next results:
Each structure is followed by: Akt phos inh, CCT chaperon mod, A549 tox, Nrf2 block, Abeta rescue, Nrf2 ARE act, HepG2 viability, Mm-Cpn inhibitor, TGFb inhibitor
- Cc1ccc(CSC2=Nc3ccccc3C3=NC(CC(=O)NCc4ccc5c(c4)OCO5)C(=O)N23)cc1 (centres undefined)
→ ., ., -8%, ., 4%, 4.6%, -5%, ., 3%
- Oc1ccccc1C=NNc1nc2ccccc2s1
→ i, -0.6, -1%, ?, -7%, ?, -44%, ., ?
- OCC(CO)c1cnnc2ccccc12
→ i, 2.2, -1%, 9%, 0%, -0.2%, 1%, ., -14%
- CCN(CC)S(=O)(=O)c1ccc(/C=C/C(=O)Nc2ccc(Br)cc2F)cc1
→ i, -1.0, -3%, 9.2µM*, 13%, 4.1%, -7%, -2%, ?
- O=[N+]([O-])c1ccc(CN2CCN(c3ccc(Cl)cc3)CC2)o1
→ i, -0.2, 7%, 9%, 5%, 0.0%[9.22 µM], -1%, -3%, -3%
- CCOC(=O)/C=C1/SCC(=O)N1CC(=O)Nc1cccc(F)c1
→ i, -1.2, 11%, 1%, -13%, -0.1%, -8%, 2%, 19%
- Cc1ccc(C(=O)NC(=S)Nc2ccccc2N2CCCC2)cc1[N+](=O)[O-]
→ i, 0.5, 6%, -14%, -15%, 5.6%, -27%, 0%, ?
- CS(=O)(=O)c1ccc(-c2nn[nH]n2)cc1
→ i, 1.4, 3%, 14%, -14%, 0.2%, 2%, 0%, 0%
- O=C1CC(C(=O)O)S/C(=N\NC(=O)c2ccc(F)cc2)N1 (centres undefined)
→ i, 1.3, -12%, 16%, -6%, 0.2%, 1%, 1%, -9%
- Cc1nccn1CCOc1ccc(Cl)cc1
→ i, -0.1, -2%, 4%, 5%, 0.4%, -7%, 1%, -7%
- CCc1nc2c(OCC(=O)C(C)(C)C)cccn2c1N(C)C(=O)C1CC1
→ i, -0.1, ., ., 11%, -0.7%[9.22 µM], -13%, ., ?
- CCc1noc(C)c1C(=O)Oc1ccc(N(C)S(=O)(=O)c2ccc(C)c(C)c2)cc1
→ i, -2.5, 2%, -6%, -7%, 1.6%, -11%, 2%, -16%
- CC(NC(=O)C1CCN(C(=O)N2CCOc3ccc(Cl)cc32)CC1)c1ccccc1 (centres undefined)
→ ., ., -3%, -14%, 12%, 1.3%, -16%, ., ?
- Cc1cc(C(=O)CSc2nnc(-c3cccs3)n2Cc2ccccc2)c(C)n1C
→ i, -3.5, -8%, 6%, -7%, 0.5%, -41%, -1%, ?
- O=C(Nc1ccc(N2CCN(c3ccc(F)cc3)CC2)c(C(=O)O)c1)c1cccs1
→ ., ., -1%, ., 1%, 0.7%, -2%, ., -9%
- COc1cc2c(-c3ccc(O)cc3)nc3c(c(C)nn3-c3ccccc3)c2cc1OC
→ i, -1.2, ?, ?, 5%, 1.1%, -4%, 0%, -26%
- Cc1ccc(Sc2ncccc2C(N)=O)cc1
→ i, -3.1, 4%, 3%, ?, 7.2%, 24%, ., 14%
- NC(=O)c1ccc(NC(=O)CSc2nc3ccccc3c(=O)n2CCCN2CCOCC2)cc1
→ i, 1.0, -8%, 6%, -8%, 11%, 1%, -1%, 1%
- NC(=O)C1CCN(CC(O)COc2ccc(-c3ccccc3)cc2)CC1 (centres undefined)
→ i, -3.2, 0%, -12%, 0%, 0.3%, -12%, -4%, -7%
- COc1cc(OC)cc(C(=O)NCCn2ccc3ccccc32)c1
→ i, -0.9, 1%, -9%, 12%, 0.1%, -16%, -1%, -6%
- O=C(NC1(O)C(=O)c2ccccc2C1=O)c1ccccc1
→ i, -1.1, -6%, ?, 11%, 0.0%, 11%, -25%, -4%
- O=C(CN(CC1CCCO1)C(=O)CCC(=O)Nc1nccs1)NCC1CCCO1 (centres undefined)
→ i, -3.8, 5%, ., -5%, -0.1%, 8%, 0%, -7%
- Cc1cc(C)c(OCC(=O)N(Cc2ccc(N(C)C)cc2)Cc2ccco2)c(C)c1
→ ., ., -28%, ?, -13%, -1.4%, -35%, ., .
- Cc1ccc(Nc2nc(N)nc(CSc3nc4ccccc4s3)n2)cc1
→ i, 2.4, ?, ?, 16%&-8%, -1.5%&-1.2%, -63%&-52%, 0%, 13µM*
